# Peg3 prom inh: inhibitors of Peg3 promoter. HeLa PEG-Prom luciferase reporter, luminescence, overnight. inhibition, % at 20 µM. hit rate 1.7% among 360,000. AID 588405;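 active means inhibition of at least 50% at 20 µM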
# MITF TRPM1 inh: inhibitors of MITF-driven TRPM1 promoter in melanoma cells. SK-MEL-5 TRPM1 promoter luciferase, 24 h. inhibition, % at 12.5 µM. hit rate 0.83% among 330,000. AID 488899;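 active means mean inhibition across replicates of 60% or more, whatever share of single replicates reaches that level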; further: values of inactives mirror those of a sister screen read the other way
# Shn3 inh set2: Schnurri-3 reporter inhibition in Clone20 osteoblasts. AID 588674. Clone20 osteoblast Shn3 3'UTR firefly luciferase, 24 h. inhibition, % at 12.5 µM. hit rate 0.52% among 360,000;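 active means mean inhibition of at least 75% with every replicate also reaching 75%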;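 further: 0% = median of neutral control wells and 100% = pilot-screen positive control compound; some compounds past the cut are filed as inactive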
# NR2E3 ag-1: activates human NR2E3 receptor; hit rate 0.35% among 360,000; CHO-S Gal4-NCOR/VP16-NR2E3 two-hybrid, luciferase; inhibition of corepressor binding, % at 3.98 µM; AID 602229; Q9Y5X4;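 active means inhibition above the mean of all tested compounds plus 3 SD, cut at about 70% in these data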;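 further: 0% = DMSO with NR2E3 transfected cells and 100% = cells lacking NR2E3 construct; higher means lower luciferase signal from less NR2E3 corepressor binding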
# Target sequence (Q9Y5X4 whole entry, looked up, the tested form may be a part): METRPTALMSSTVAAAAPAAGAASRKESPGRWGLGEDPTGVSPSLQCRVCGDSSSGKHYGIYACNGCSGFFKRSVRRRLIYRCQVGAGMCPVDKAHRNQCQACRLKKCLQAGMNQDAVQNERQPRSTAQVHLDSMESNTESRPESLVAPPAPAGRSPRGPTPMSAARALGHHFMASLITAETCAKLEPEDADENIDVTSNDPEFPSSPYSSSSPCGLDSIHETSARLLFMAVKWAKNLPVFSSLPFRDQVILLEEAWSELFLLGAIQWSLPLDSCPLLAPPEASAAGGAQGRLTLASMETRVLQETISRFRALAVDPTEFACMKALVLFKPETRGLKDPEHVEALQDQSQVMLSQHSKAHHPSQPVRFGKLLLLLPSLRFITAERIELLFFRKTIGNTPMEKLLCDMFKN
# HIF-2a inh: blocks HIF-2a reporter activity. 786-0 RCC cells HIF-2a reporter, luciferase luminescence, overnight. AID 624352. inhibition, % at 18.8 µM. hit rate 0.72% among 360,000;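 active means inhibition of the luminescence signal of 40% or more relative to plate controls, in a single-dose primary screen at 18.75 µM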
# iPSC survival up: increases survival of single human iPS cells; AID 602274; hiPSC single-cell survival, ATPlite luminescence; 100% = ROCK inhibitor wells, 0% = DMSO; survival enhancement, % at 20 µM; hit rate 0.044% among 360,000; in the data active means survival enhancement above about 18%;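 further: cells exposed to compounds for 16 hours before the ATP read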
# CF NFkB block: cystic fibrosis NF-kB activation inhibition | KKLEB NF-kB-GFP reporter, PAF-induced, GFP fluorescence overnight | inhibition, % at 5 µM | hit rate 0.86% among 360,000 | AID 588850;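 active means at least 50% inhibition at 5 µM, scaled per plate between neutral and stimulator controls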;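 further: PAF is a Pseudomonas aeruginosa culture filtrate used as stimulus; plate controls were PAF-stimulated DMSO wells for no effect and unstimulated DMSO wells for full effect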
# KKLEB tox: counter-screen for CF NF-kB inhibitors: cytotoxicity | KKLEB CF airway cells viability, ATPlite luminescence, overnight; hits give low values; cells stimulated with P. aeruginosa culture filtrate | AID 602141 | activity change (cytotoxicity), % at 5 µM | hit rate 0.36% among 360,000;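 active means corrected activity change at or below -50% at 5 µM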
# C8 TRAIL sens: sensitizes caspase-8 expressing cells to TRAIL. NB7+C8 cells + TRAIL, ATPlite viability luminescence. inhibition (viability loss, TRAIL sensitization), % at 10 µM. hit rate 1% among 360,000. AID 624354;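 active means compounds causing at least 50% loss of cell viability in the single-dose screen, relative to plate controls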
# NR2E3 ag-2: NR2E3 (human) agonism. Q9Y5X4. GST-NR2E3/biotin-RetCOR TR-FRET, 1536-well. inhibition of corepressor binding, % at 4.78 µM. hit rate 0.12% among 320,000. AID 2300;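 active means percent inhibition above the cutoff of mean plus 3 SD of all tested compounds, set per screening campaign, cut at about 20% in these data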;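 further: 0% = DMSO wells and 100% = biotin wells as full block of FRET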
#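 Test system – NR2E3–RetCOR corepressor complex · Quantity – NR2E3 fusion 1.35 nM · Buffer or medium – Tris pH 7.5 · Incubation – Compound–protein incubation for 5 h at 4 °C · Technique – TR-FRET, Eu(K)-anti-GST donor, streptavidin-D2 acceptor, ex 340, em 617/671 nm · Evaluation – percent inhibition of 671/617 nm emission ratio versus biotin and DMSO controls · Plate – 1536-well format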
# EBV LMP1 NFkB: Epstein-Barr LMP1 NF-kappaB reporter inhibition; LMP1-induced NF-kappaB luciferase reporter cells, luminescence; inhibition, % at 12.5 µM; hit rate 0.69% among 350,000; AID 504558; in the data active means inhibition above about 41%;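 further: 0% = neutral control wells and 100% = reference inhibitor control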
# Active calls of the source: *; · = not tested or not shown. The list is partial; count on the stated rates, not on these rows.
SMILES,Peg3 prom inh,MITF TRPM1 inh,Shn3 inh set2,NR2E3 ag-1,HIF-2a inh,iPSC survival up,CF NFkB block,KKLEB tox,C8 TRAIL sens,NR2E3 ag-2,EBV LMP1 NFkB
Clc1cccc(OCCCn2ccnc2)c1,8,5,-34,5,10,-0.6,4,6,-14,5,0
Oc1c(Cl)cc(Cl)c2cccnc12,64*,22,16,-25,15,-1.8,20,-26,15,·,5
COc1ccc(/C=N/NC(=O)Cn2nc([N+](=O)[O-])cc2C)c(OC)c1OC,-13,14,-4,-5,11,0.8,15,1,9,-1,-13
COc1ccc(S(=O)(=O)N2CCCCC2)cc1NC(=O)c1cccnc1SC,11,4,17,-8,14,-0.7,5,-25,-1,-1,-3
CC(C)NC(=O)NC(=O)COC(=O)c1cc[n+]([O-])cc1,8,-3,0,-19,15,0.2,-3,10,6,4,0
CCc1nccn1S(=O)(=O)c1ccc2ccc(C)cc2c1,13,-14,2,-30,6,0.6,1,4,-2,5,3
O=c1c2ccccc2nc2ccc(N3CCOCC3)nn12,-184,-45,-29,-65,-178,-1.1,1,-9,19,-2,-15
COc1ccc(N2C(=O)CC(Sc3ncn[nH]3)C2=O)c(OC)c1 (configuration not stated),26,9,36,-21,6,-0.4,26,-3,13,2,4
CCN(CC)S(=O)(=O)c1ccc(Cl)c(NC(=O)COC(=O)c2nc3nc(C)cc(C)n3n2)c1,4,6,4,-8,9,1.4,6,6,-14,·,-8
N/C(=N\OC(=O)CCC1CCCCC1)c1cccnc1,-20,-24,-11,-12,-65,1.8,0,-6,-1,3,-10
CC(NC(=O)Nc1nccs1)(C(F)(F)F)C(F)(F)F,8,-11,-6,-11,9,-1.0,-1,0,-21,5,-5
CCNC(=O)[C@H]1O[C@@H](n2cnc3c(N)nc(NCCc4ccc(CCC(=O)O)cc4)nc32)[C@H](O)[C@@H]1O,-1,-15,6,18,-3,1.8,13,-11,2,-3,2
Cc1ccc(C)c(Cn2nc3c4ccccc4n(Cc4ccccc4)cc-3c2=O)c1,12,-2,35,-14,24,2.6,17,-8,6,·,1
CN(C)/C=C/C(=O)c1ccc(C(F)(F)F)cc1F,-58,-36,-25,-59,-63,-0.3,-1,2,3,-2,-2
CC(C)NCC(O)(c1ccc(Cl)cc1)c1ccc(Cl)cc1,9,-3,-11,9,17,-0.9,8,-14,3,-2,0
C=CCOc1ccc(C2/C(=C(\O)c3ccc(F)cc3)C(=O)C(=O)N2CCCN(C)C)cc1 (configuration not stated),-3,-5,10,-9,8,0.1,-3,2,-5,1,0
O=C(CCc1ccccc1)Nc1c(F)c(F)c(F)c(F)c1F,4,2,1,-15,17,4.5,2,-4,2,·,8
O=C(CSCC(=O)Nc1nccs1)Nc1ccccc1,11,1,13,5,8,-4.1,-3,-4,-16,1,-4
CNC(=O)CN(c1cccc(Br)c1)S(C)(=O)=O,11,7,0,4,14,1.3,1,3,-5,-1,-6
COCCNC(=O)NC(=O)CN1C(=O)NC(Cc2c[nH]c3ccccc23)C1=O (configuration not stated),2,6,3,-28,8,0.9,12,-29,-5,2,-5
O=C(O)c1c2c(nc3ccc(S(=O)(=O)N4CCC(C(=O)N5CCCCC5)CC4)cc13)CCCC2,0,·,-19,5,17,2.1,-1,-9,-2,0,1
CN(c1cccc(Cl)c1)S(=O)(=O)c1cccc(C(=O)Nc2nc3ccccc3[nH]2)c1,76*,-9,30,-27,-147,-0.6,80*,-16,27,3,30
CCOC(=O)C1(Cc2cccc(Cl)c2)CCCN(C(=O)c2cnn(CC)c2)C1 (configuration not stated),-45,-15,-44,-16,-83,0.3,-7,19,24,1,-6
CCN(Cc1ccncc1)C(=O)CCc1nnc(CCC2CCCCC2)o1,-26,-21,-8,-25,-38,-3.0,0,3,6,4,-8
O=C(NCc1ccco1)C(Cc1ccccc1)N1C(=O)C2C3C=CC(C3)C2C1=O (configuration not stated),4,12,-6,-39,11,-1.5,9,-10,-24,-3,12
CCOc1ccc(S(=O)(=O)NCc2ccco2)c2ccccc12,12,13,9,1,-72,0.3,14,1,37,2,-5
O=C(c1ccc2oc(CCCc3ccccc3)nc2c1)N1CCCC1,-278,-61,-105,-157,-226,0.1,2,-1,7,2,-27
CCc1ccc(NC(=O)[C@H](Cc2ccccc2)NC(=O)C2CCN(C(=O)[C@@H](N)CC(C)C)CC2)cc1,-12,-7,11,-10,-5,-1.9,2,-11,5,1,3
CC(Sc1ccccc1)C(=O)NN=C1CCCCCCC1 (configuration not stated),6,0,-18,1,9,-2.2,-13,4,5,0,-4
CNC(=O)c1[nH]cnc1C(=O)N[C@@H](C)C(=O)OCc1ccccc1,-2,9,-13,29,2,-3.9,-24,2,4,1,4
COc1ccc(NC(=O)c2ccc(COc3ccccc3Br)o2)c(OC)c1,4,·,0,-2,-6,-0.5,8,-6,-1,-1,·
CSc1ccc(C(=O)C2CCCN(C(=O)c3cccc(N4CCOCC4)c3)C2)cc1 (configuration not stated),11,7,-29,1,8,-0.4,-14,6,-9,-3,-3
COc1ccc(Cc2nc3ccc(C(=O)NC(C)Cc4ncccc4C)cc3o2)cc1OC (configuration not stated),-77,-10,8,-35,-149,-0.3,9,-5,18,-3,1
CCc1cc(=O)oc2cc(OC(=O)CN3C(=O)NC4(CCCC4)C3=O)ccc12,21,-4,7,6,-8,0.0,21,5,4,1,5
Cc1ccc(C)n1-c1c(C(=O)NN)cnn1-c1ccccc1,-2,5,19,13,17,0.3,11,-2,6,2,7
CC(C)NC(=O)N(C)C[C@H]1Oc2c(NS(=O)(=O)c3cn(C)cn3)cccc2C(=O)N([C@H](C)CO)C[C@@H]1C,-4,5,-1,-14,4,-2.1,22,-3,-12,·,-2

# At a glance, some entries already given:
SMILES,Peg3 prom inh,MITF TRPM1 inh,Shn3 inh set2,NR2E3 ag-1,HIF-2a inh,iPSC survival up,CF NFkB block,KKLEB tox,C8 TRAIL sens,NR2E3 ag-2,EBV LMP1 NFkB
CCOC(=O)C1(Cc2cccc(Cl)c2)CCCN(C(=O)c2cnn(CC)c2)C1 (configuration not stated),-45,-15,-44,-16,-83,0.3,-7,19,24,1,-6
CCN(Cc1ccncc1)C(=O)CCc1nnc(CCC2CCCCC2)o1,-26,-21,-8,-25,-38,-3.0,0,3,6,4,-8
O=C(NCc1ccco1)C(Cc1ccccc1)N1C(=O)C2C3C=CC(C3)C2C1=O (configuration not stated),4,12,-6,-39,11,-1.5,9,-10,-24,-3,12
CCOc1ccc(S(=O)(=O)NCc2ccco2)c2ccccc12,12,13,9,1,-72,0.3,14,1,37,2,-5
O=C(c1ccc2oc(CCCc3ccccc3)nc2c1)N1CCCC1,-278,-61,-105,-157,-226,0.1,2,-1,7,2,-27
CCc1ccc(NC(=O)[C@H](Cc2ccccc2)NC(=O)C2CCN(C(=O)[C@@H](N)CC(C)C)CC2)cc1,-12,-7,11,-10,-5,-1.9,2,-11,5,1,3
CC(Sc1ccccc1)C(=O)NN=C1CCCCCCC1 (configuration not stated),6,0,-18,1,9,-2.2,-13,4,5,0,-4
CNC(=O)c1[nH]cnc1C(=O)N[C@@H](C)C(=O)OCc1ccccc1,-2,9,-13,29,2,-3.9,-24,2,4,1,4
COc1ccc(NC(=O)c2ccc(COc3ccccc3Br)o2)c(OC)c1,4,·,0,-2,-6,-0.5,8,-6,-1,-1,·
CSc1ccc(C(=O)C2CCCN(C(=O)c3cccc(N4CCOCC4)c3)C2)cc1 (configuration not stated),11,7,-29,1,8,-0.4,-14,6,-9,-3,-3
COc1ccc(Cc2nc3ccc(C(=O)NC(C)Cc4ncccc4C)cc3o2)cc1OC (configuration not stated),-77,-10,8,-35,-149,-0.3,9,-5,18,-3,1

# The results go on:
SMILES,Peg3 prom inh,MITF TRPM1 inh,Shn3 inh set2,NR2E3 ag-1,HIF-2a inh,iPSC survival up,CF NFkB block,KKLEB tox,C8 TRAIL sens,NR2E3 ag-2,EBV LMP1 NFkB
O=C(COc1ccccc1F)Nc1nnc(C2CCCC2)s1,-140,-16,-16,-26,-176,-0.4,-8,11,10,0,-6
NS(=O)(=O)c1ccc(CCNC(=O)CNC(=O)Cc2cccc3ccccc23)cc1,14,8,35,-30,-139,-0.5,-4,0,1,-2,-8
CN1C[C@@H]2C(c3ccc(C(F)(F)F)cc3)C3(c4cccnc4)CC2(C3)[C@H]1c1ccccc1 (some centres not stated),-14,-2,-10,7,12,-1.9,7,-15,1,1,-15
CCCCOc1ccc(C(=O)N/C(=C/C=C/c2ccccc2)C(=O)O)cc1,-9,13,-8,-77,1,-1.9,23,-3,-1,3,2
Clc1cc(Cl)c(OCc2nc(-c3ccccn3)no2)cc1Cl,-281,-71,-88,-147,-198,-1.3,6,-14,11,5,-47
COc1ccccc1NC(=O)c1ccc(NC(=O)CN2C(=O)CN(C)C2=O)cc1,7,10,-1,6,18,-0.3,5,1,-3,0,8
CCC(=O)N1CCN(c2ccccc2NC(=O)COc2cc(C)ccc2C(C)C)CC1,52*,6,21,0,5,-1.4,8,-3,9,2,4
Cc1ccc2cc(CN(CCCN(C)C)C(=S)NCc3ccccc3)c(=O)[nH]c2c1C,41,8,-26,20,7,4.6,19,-14,37,-1,-5
Cc1ccc2ccccc2[n+]1CCCS(=O)(=O)[O-],5,6,-2,-16,25,5.6,1,-8,-7,3,-5
Cn1c(CNC(=O)c2ccc(F)cc2)cc2ccccc21,-20,3,7,21,-42,0.3,-10,6,-3,3,-4
O=C(Nc1ccc2nc3n(c(=O)c2c1)CCCCC3)c1c(F)ccc([N+](=O)[O-])c1F,108*,97*,99*,23,88*,0.7,87*,-87*,68*,-4,80*
CCOC(=O)C(CC)/C(C)=N\NC(=O)c1cccc(C)c1 (configuration not stated),6,-6,-13,-82,8,0.4,-14,6,-9,-2,1
CC(C)CCOc1ccc(C(=O)NCCC(=O)N2CCOCC2)cc1,-57,-37,-30,-18,-119,0.7,-5,8,1,-1,-16
O=C(OCc1ccc(Cl)cc1Cl)c1cccnc1Cl,6,-1,14,2,3,10,-16,6,-9,-2,-1
CC(=O)c1cccc(NC(=O)COC(=O)CCC(=O)c2ccc(F)cc2)c1,2,6,-22,8,-1,3.9,-16,5,-9,·,1
CCOC(=O)c1[nH]c2ccc(OC)cc2c1NC(=S)N1CCN(c2ccccn2)CC1,14,-1,7,-8,13,-0.3,-12,-9,6,-5,1
